# VLA-4 inh: inhibition in a human VLA-4 binding assay; P13612; VLA-4 expressing cells, ligand binding flow cytometry; inhibition, % (about 7 µM as worked out from the volumes in the protocol); actives 0.2% (n = 330,000); in the data active means inhibition above about 50%
# RPL19A TOR yeast: yeast TOR pathway RPL19A-GFP modulation | S. cerevisiae RPL19A-GFP strain, flow cytometry, 3 h; active compounds read low | percent response vs DMSO, % at 10 µM | actives 0.3% (n = 330,000);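 active means percent response vs DMSO below 50%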;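 further: median channel GFP fluorescence of the barcoded RPL19A-GFP strain; ratio of sample median GFP to plate DMSO average so 100% = DMSO; lower means less RPL19A-GFP as with rapamycin TOR inhibition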
# GRK2 inh: human GRK2 inhibition via aptamer displacement. inhibition of aptamer binding, % at 10 µM. actives 0.59% (n = 330,000). bead flow cytometry, FAM-aptamer displacement from GRK2. P25098;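 active means inhibition of aptamer binding above 40%, roughly 3 SD of noise, on plates passing a quality check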;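 further: median bead fluorescence of bound FAM aptamer so fluorescent compounds give negative values; no value below 0 was filed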
# Target sequence (P25098 whole entry, looked up): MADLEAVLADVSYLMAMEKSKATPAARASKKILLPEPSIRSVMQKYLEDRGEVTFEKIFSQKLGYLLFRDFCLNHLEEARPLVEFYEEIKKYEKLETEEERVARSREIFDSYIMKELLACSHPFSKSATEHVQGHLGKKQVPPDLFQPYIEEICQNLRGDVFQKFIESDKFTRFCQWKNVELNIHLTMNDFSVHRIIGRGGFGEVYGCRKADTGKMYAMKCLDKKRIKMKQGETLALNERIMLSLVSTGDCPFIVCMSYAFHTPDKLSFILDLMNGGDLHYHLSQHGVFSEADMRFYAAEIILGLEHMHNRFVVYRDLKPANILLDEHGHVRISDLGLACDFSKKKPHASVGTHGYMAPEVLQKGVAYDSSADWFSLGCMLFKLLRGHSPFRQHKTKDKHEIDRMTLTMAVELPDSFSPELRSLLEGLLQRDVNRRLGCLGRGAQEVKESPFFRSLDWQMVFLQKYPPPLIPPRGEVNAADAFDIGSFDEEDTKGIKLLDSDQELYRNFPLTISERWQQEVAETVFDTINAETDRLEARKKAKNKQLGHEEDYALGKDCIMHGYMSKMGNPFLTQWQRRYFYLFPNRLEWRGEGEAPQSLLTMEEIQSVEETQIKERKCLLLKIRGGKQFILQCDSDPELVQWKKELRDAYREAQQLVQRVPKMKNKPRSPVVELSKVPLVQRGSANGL
# CIT2 TOR yeast: yeast TOR pathway CIT2-GFP modulation | actives 0.065% (n = 320,000) | S. cerevisiae CIT2-GFP strain, flow cytometry, 3 h; 100 means same as DMSO wells | GFP response vs DMSO, % at 10 µM;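 active means GFP response relative to DMSO above a set limit, near the screen mean plus 3 SD, cut at about 150% in these data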;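 further: ratio of well median GFP fluorescence to mean of DMSO wells on the plate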
# LAP4-GFP MLPCN: alters LAP4-GFP fluorescence in TOR pathway yeast screen. actives 0.34% (n = 320,000). GFP response vs DMSO, % at 10 µM. S. cerevisiae LAP4-GFP multiplex, flow cytometry GFP, 3 h; median GFP as percent of DMSO wells;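 active means GFP response vs DMSO above a set limit, about the screen mean plus 3 SD, cut at about 150% in these data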
# AGP1-GFP MLPCN: alters AGP1-GFP fluorescence in TOR pathway yeast screen | GFP response vs DMSO, % at 10 µM | AID 2066 | actives 0.02% (n = 320,000) | S. cerevisiae AGP1-GFP multiplex flow cytometry, 3 h; GFP as percent of DMSO wells;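 active means GFP response relative to DMSO above a set limit, near screen average plus 3 SD, cut at about 150% in these data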;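 further: median GFP channel fluorescence of the gated AGP1 strain per well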
# MEP2 TOR yeast: modulators of TOR pathway MEP2-GFP in S. cerevisiae. S. cerevisiae MEP2-GFP strain, flow cytometry GFP, 3 h; 100% = DMSO control level. GFP response vs DMSO, % at 10 µM. actives 0.51% (n = 330,000). AID 2016;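 active means GFP response versus DMSO above a set limit, roughly screen mean plus 3 SD, cut at about 180% in these data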;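 further: median GFP fluorescence of the barcode-gated MEP2-GFP cells per well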
# GASC-1 inh: inhibitors of human GASC-1 (JMJD2C) demethylase | GST-JMJD2C(1-420) H3K9me3 demethylation, DELFIA europium | inhibition, % at 2.35 µM | Q9H3R0 | AID 2099 | actives 0.069% (n = 330,000);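 active means more than half of a compound's replicate wells show inhibition beyond 50%, single wells judged on their own value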;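 further: signal counts dimethyl H3K9 product captured on neutravidin plate; 0% = median of DMSO wells and 100% = 0.3 times that DMSO median; strong numbers were not always called active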
# Target sequence (Q9H3R0 1-420 limits assumed): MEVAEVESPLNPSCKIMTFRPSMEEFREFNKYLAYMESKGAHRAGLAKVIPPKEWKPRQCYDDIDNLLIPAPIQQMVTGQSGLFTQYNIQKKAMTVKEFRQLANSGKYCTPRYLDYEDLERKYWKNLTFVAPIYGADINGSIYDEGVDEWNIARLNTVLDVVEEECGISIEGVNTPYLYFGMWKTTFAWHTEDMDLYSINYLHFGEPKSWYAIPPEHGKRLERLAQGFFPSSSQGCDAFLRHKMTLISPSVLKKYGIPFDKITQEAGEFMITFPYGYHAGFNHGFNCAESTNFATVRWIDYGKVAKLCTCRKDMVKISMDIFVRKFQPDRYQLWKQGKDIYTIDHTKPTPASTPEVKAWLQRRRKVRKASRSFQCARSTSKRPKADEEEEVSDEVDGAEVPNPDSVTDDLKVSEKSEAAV
# * = called active by the depositor; x = not tested or not shown.
item	Molecule	VLA-4 inh	RPL19A TOR yeast	GRK2 inh	CIT2 TOR yeast	LAP4-GFP MLPCN	AGP1-GFP MLPCN	MEP2 TOR yeast	GASC-1 inh
1	Cc1cc(C(=O)OCC(=O)c2ccccc2)c2ccccc2n1	5.8	101.3	0.0	99.9	93.6	96.0	97.4	-20.4
2	CCc1cc(Cn2nc(-c3ccccc3)cc2C(=O)NCc2ccc(C)cc2)on1	20.6	92.8	4.0	89.4	124.6	83.0	86.8	-21.3
3	Cc1cccc(/C=C/c2onc(C)c2[N+](=O)[O-])n1	8.9	87.8	x	78.0	203.8*	92.0	91.5	4.3
4	COc1ccccc1N1CCN(c2ncnc3sc(C)c(-c4ccccc4)c23)CC1	-10.6	100.6	0.0	97.2	103.3	98.3	100.0	-45.9
5	Cc1ccc(CN(Cc2ccco2)C(=O)c2ccco2)cc1	12.6	97.1	6.0	98.1	93.0	95.8	86.9	-1.5
6	Cc1ccc(S(=O)(=O)NC(=O)NN2CCCCCC2)cc1	-3.9	97.7	3.0	84.8	105.0	84.2	91.7	-7.1
7	CC(=O)c1ccc(NC(=O)CSc2nc(=O)cc(N)n2-c2ccccc2)cc1	4.1	97.4	0.0	97.8	94.3	94.8	96.9	-14.5
8	CCOc1ccc(S(=O)(=O)Nc2nc3ccc(OC)cc3s2)cc1	20.2	x	0.0	90.8	89.0	95.1	99.0	-1.0
9	CCOc1ncccc1C(=O)Nc1ccc(S(=O)(=O)N2CC(C)CC(C)C2)cc1 (stereo not drawn)	3.4	95.4	0.0	97.1	102.1	100.0	94.8	0.0
10	COc1ccc(C(C)NC(=O)c2ccncc2)cc1 (stereo not drawn)	13.9	102.1	2.0	103.4	98.8	100.8	112.7	-0.4

# Of the compounds above, these have an aryl methoxy group.
item	Molecule	VLA-4 inh	RPL19A TOR yeast	GRK2 inh	CIT2 TOR yeast	LAP4-GFP MLPCN	AGP1-GFP MLPCN	MEP2 TOR yeast	GASC-1 inh
4	COc1ccccc1N1CCN(c2ncnc3sc(C)c(-c4ccccc4)c23)CC1	-10.6	100.6	0.0	97.2	103.3	98.3	100.0	-45.9
8	CCOc1ccc(S(=O)(=O)Nc2nc3ccc(OC)cc3s2)cc1	20.2	x	0.0	90.8	89.0	95.1	99.0	-1.0
10	COc1ccc(C(C)NC(=O)c2ccncc2)cc1 (stereo not drawn)	13.9	102.1	2.0	103.4	98.8	100.8	112.7	-0.4

# The results go on.
item	Molecule	VLA-4 inh	RPL19A TOR yeast	GRK2 inh	CIT2 TOR yeast	LAP4-GFP MLPCN	AGP1-GFP MLPCN	MEP2 TOR yeast	GASC-1 inh
11	O=C(O)c1ccc(CN(Cc2ccccc2)S(=O)(=O)c2ccc(Cl)cc2)cc1	3.0	100.4	0.0	90.7	102.3	89.0	99.9	9.4
12	COc1ccc(OC)c(C(=O)CCCC(=O)c2cc(OC)ccc2OC)c1	-6.4	99.5	0.0	90.2	104.6	90.8	105.4	-0.6
13	CC(C)n1cc(-c2ccc(Cl)cc2)cc(C#N)c1=O	-1.3	102.2	0.0	93.0	107.1	97.5	115.3	22.4
14	COc1ccc(NC(=O)c2nc(S(=O)(=O)Cc3cccc(C)c3)ncc2Cl)c(OC)c1	16.8	96.9	6.0	92.2	82.3	95.3	100.0	-17.3
15	CN(C)CCCNC(=O)COc1ccc(Br)cc1Cl	8.6	101.9	2.0	112.2	97.0	105.8	98.9	0.4
16	CCOC(=O)c1c(N)n(CCOC(=O)c2cccs2)c2nc3ccccc3nc12	-15.6	92.4	2.0	99.0	112.2	94.2	98.8	-0.8
17	COc1cccc(OC)c1C(=O)OCC(=O)NCCCc1ccccc1	3.3	93.5	0.0	102.5	94.5	95.8	103.5	-22.4
18	C/C=C\C(=O)Nc1cccc(C2=NOC3(C2)C[C@H](C(N)=O)N(C(=O)/C=C/CC)C3)c1 (stereo partly drawn)	-1.8	95.3	1.0	126.8	129.2	93.1	95.5	-0.6
19	C/C(=N\Nc1ccc([N+](=O)[O-])cc1)c1ccc(N)cc1	-20.1	93.6	0.0	89.2	83.4	83.6	92.1	13.4
20	CC(NC(=O)COC(=O)c1cc(=O)[nH]c2ccccc12)c1ccccc1 (stereo not drawn)	-9.5	97.5	0.0	100.2	100.8	99.2	100.7	-2.3
21	CCOC(=O)C1CCCN(Cc2ccc(OCc3ccccc3)c(OC)c2)C1 (stereo not drawn)	7.0	107.8	0.0	95.8	85.5	96.7	107.1	-3.9
22	Cc1cc(C)n2ncc(/C(N)=N/OC(=O)Nc3ccc(Cl)cc3)c2n1	9.1	102.0	0.0	98.6	106.4	95.9	103.1	17.8
23	Cc1c(Cl)cccc1NC(=O)Nn1cnnc1	-4.8	120.4	3.0	79.1	81.0	94.0	106.2	-9.2
24	Cn1cccc1C(=O)Nc1nc(-c2ccccn2)cs1	-7.2	104.2	0.0	108.9	120.7	98.9	107.1	136.2
25	O=C(O)c1ccccc1C(=O)OCc1ccccc1	4.2	102.3	5.0	102.6	95.3	106.7	98.9	5.4
26	O=C(Oc1c(Br)cc([N+](=O)[O-])cc1Br)c1cccnc1	-16.8	101.0	0.0	101.5	89.7	94.7	101.5	-4.6
27	COc1cccc(CN(C)C(=O)CCN(c2ccccc2)S(=O)(=O)c2ccc(C)cc2)c1OC	-1.2	99.6	0.0	100.6	106.0	106.1	105.4	-5.2
28	COc1cccc(C(=O)Nc2ncc3c(n2)CC(c2ccc(OC)cc2OC)CC3=O)c1 (stereo not drawn)	7.7	x	1.0	99.2	107.4	96.6	97.7	-2.1
29	C=CCNC(=O)CN1CCC(O)(c2ccccc2)CC1	10.2	99.0	0.0	102.0	95.3	101.8	100.7	2.2
30	O=c1c2c3c(sc2ncn1/N=C/c1ccccc1)CCCC3	-2.8	95.3	0.0	103.3	110.0	96.2	100.7	-2.9
31	COC(=O)C1=C(C)N(c2ccc(Cl)cc2)/C(=C/c2ccc(O)cc2)C1=O	0.4	93.3	0.0	90.1	107.2	102.5	87.6	1.6
32	CCCCc1nc(NCCO)c(C#N)c2c1CCCC2	7.0	96.0	2.0	89.8	111.5	95.8	92.9	2.0
33	COc1cccc(/C=C/C(=O)NCc2ccc3c(c2)OCO3)c1	17.6	104.6	2.0	79.8	107.0	93.5	105.5	-16.4
34	O=C1CC(C(=O)Nc2ccc(Cl)cc2)S/C(=N\N=C\c2ccco2)N1 (stereo not drawn)	5.3	99.9	1.0	99.9	107.2	102.4	96.3	0.0
35	O=C(CSc1ccc(F)cc1)Nc1nnc(-c2ccco2)o1	1.4	105.0	10.0	108.4	106.8	109.4	99.4	-1.4
36	CCCCN(CCCC)S(=O)(=O)c1ccc(OC)c2ncccc12	6.3	103.5	0.0	103.9	99.1	103.8	100.1	0.7
37	CSc1nc2ccc(Cl)cc2[nH]1	5.4	94.0	1.0	90.8	96.8	92.1	95.9	-3.4
38	CC(=O)Nc1ccc(S(=O)(=O)N2CCC(C(=O)c3ccc(Cl)cc3)CC2)cc1	-0.3	97.0	0.0	102.2	96.0	100.6	89.7	-6.8
39	Brc1ccc2nc3c(n2c1)CCCC3	-10.1	94.7	0.0	88.2	98.5	97.0	85.0	2.7
40	CNC[C@@H](C)NC[C@@H](Cc1ccccc1)NCCc1ccccc1	17.4	96.4	10.0	73.0	128.0	76.7	91.7	-16.0
41	CCCN(C(=O)c1cc(Cl)nc2ccccc12)C1CCS(=O)(=O)C1 (stereo not drawn)	2.7	98.4	0.0	97.4	98.4	106.9	98.0	7.9
42	Cc1ccc(CN(Cc2cc3cc(C)ccc3[nH]c2=O)C(=O)N2CCOCC2)cc1	-4.9	100.0	0.0	97.5	98.8	99.3	101.9	5.2
43	O=C(NC1=C(NC2CCS(=O)(=O)C2)C(=O)c2ccccc2C1=O)c1ccccc1 (stereo not drawn)	13.1	96.3	2.0	99.7	100.3	98.1	96.9	2.8
44	COc1ccc(NC(=O)CCCC2CCCCC2)cc1S(=O)(=O)N1CCCCC1	17.0	99.5	1.0	103.0	97.2	101.0	105.0	0.0
45	O=C(CN1C(=O)NC2(CCCC2)C1=O)N1CCN(S(=O)(=O)c2ccccc2Br)CC1	13.4	96.2	1.0	89.7	84.2	87.6	91.4	0.0
46	Cc1ccc(CCP(=O)(O)CN2CCOCC2)cn1	9.4	96.4	2.0	102.3	90.2	98.6	97.8	0.3
47	Cc1ccc(S(=O)(=O)N2CN(Cc3ccco3)c3nc4ccccc4nc32)cc1C	-9.8	95.7	4.0	99.3	99.6	97.5	102.0	4.8
48	COc1ccc(CCNC(=O)c2sc3ccccc3c2Cl)cc1OC	24.2	109.5	0.0	101.9	102.1	102.6	107.0	-0.7
49	CC(C)(C)SCCNC(=O)c1ccccc1	9.2	103.4	0.0	103.9	110.3	110.5	107.7	1.3
50	COc1ccc(NC(=O)Cn2nc(C(=O)O)c3ccccc3c2=O)cc1S(=O)(=O)N1CCCCC1	0.0	97.1	18.0	101.3	89.1	99.5	99.2	6.6
51	Cc1ccc(SCCNC(=S)Nc2ccc(C)c(C)c2)cc1	7.4	96.5	0.0	80.6	117.5	83.3	98.2	6.1
52	CC(C)CN(C(=O)CCC(=O)OCC(=O)NCCc1ccccc1)c1c(N)n(CC(C)C)c(=O)[nH]c1=O	-0.4	92.0	0.0	92.0	95.0	105.9	97.2	12.5
53	CCCCNc1nc2ccccc2n1CC(=O)Nc1c(C)cccc1CC	0.0	97.6	1.0	102.8	92.7	96.4	95.7	10.1
54	Cn1c(=O)n(C)c2cc(/C=N/NC(=O)c3ccncc3)ccc21	-16.0	94.6	1.0	90.3	96.7	94.1	90.0	11.0
55	CC(C)(C)OC(=O)N[C@H](C(=O)OC(C)(C)C)c1ccc2c(c1)OCO2	15.2	94.8	1.0	95.6	106.2	93.8	93.6	10.8
56	Cc1ccc(S(=O)(=O)N2CCN(C(=O)C3CCN(C(=O)c4ccc(F)cc4)CC3)CC2)c(C)c1	1.1	88.0	0.0	83.4	100.5	91.8	98.2	-0.4
57	CCC(CC)C(=O)Nc1cccc(/C(C)=N/NC(=O)c2c(Br)cnn2C)c1	9.8	97.3	2.0	105.2	99.1	97.9	103.2	9.1
58	COc1ccc(CCOC(=O)c2cccc(NC(C)=O)c2)cc1	3.0	102.4	1.0	102.5	100.8	90.4	106.1	14.3
59	Cc1ccc(-c2cccc(C3CC=CC4C3C(=O)N(Cc3ccccc3)C4c3ccc(C(F)(F)F)cc3)c2)cc1 (stereo not drawn)	20.7	98.1	0.0	95.4	98.9	104.7	100.6	-1.5
60	O=C(CSc1nc(-c2ccc(F)cc2)cc(C(F)(F)F)n1)Nc1ccc2c(c1)OCO2	-6.2	102.8	0.0	97.1	111.1	104.5	106.4	-0.7

# (more compounds)
item	Molecule	VLA-4 inh	RPL19A TOR yeast	GRK2 inh	CIT2 TOR yeast	LAP4-GFP MLPCN	AGP1-GFP MLPCN	MEP2 TOR yeast	GASC-1 inh
61	O=C(Nc1nc(=O)n(C(=O)C2CC2)s1)c1ccccc1	6.1	100.0	0.0	107.6	92.8	97.5	103.5	3.1
62	CN(C)CCCN(C(=O)c1cccs1)c1nc2cc3c(cc2s1)OCO3	3.4	103.2	0.0	112.4	111.2	107.9	111.1	1.9
63	COc1ccc(CNCc2ccc3c(c2)OCO3)cc1Br	7.1	103.3	0.0	98.6	96.1	98.2	97.2	5.9
64	Cc1ccc(C2C3=C(CCCC3=O)Nc3nc(SCC(=O)NCc4ccco4)[nH]c(=O)c32)cc1 (stereo not drawn)	-6.6	113.8	2.0	x	105.5	108.6	107.6	-0.1
65	NC(N)=NS(=O)(=O)c1ccc(N/C=C\C(=O)c2ccncc2)cc1	5.0	98.2	0.0	96.2	100.4	100.5	98.7	2.4
66	Cc1cccc(N(CC(N)=O)S(C)(=O)=O)c1C	18.4	102.8	23.0	x	93.5	101.9	99.8	14.9
67	COC(=O)c1cn[nH]c1NC(=S)Nc1ccc(Cl)c(Cl)c1	5.9	97.2	4.0	99.4	107.0	102.9	104.6	-2.6
68	COc1ccc(NS(=O)(=O)c2ccc(C)c(C(=O)NC3CCN(Cc4ccccc4)CC3)c2)cc1	23.9	94.0	0.0	86.1	92.0	94.8	96.7	10.0
